Assay outcomes from PubChem.
GAA glycogen = alters human alpha-glucosidase cleavage of glycogen; recombinant GAA, glycogen substrate, Amplex Red glucose oxidase fluorescence; P10253; actives 0.38% (n = 300,000); Potency, µM (series often up to 76.4 µM), without a hit: at the top dose activity change, negative = inhibition, most hits filed as inhibitors; AID 2100;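 also: 0% = full enzyme reaction and -100% = no-enzyme basal signal; the screen sought inhibitors and activators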
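Recombinant human enzyme (4 nM); glycogen substrate; 37 C, 40 min, pH 5.0. Readout: coupled glucose oxidase/Amplex Red fluorescence.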
Epigenetic reg = regulators of epigenetic silencing causing reporter derepression in mouse cells; actives 0.2% (n = 280,000); Potency, µM (titrated, usually from 53.9 µM), without a hit: at the top dose GFP activation, hits mostly activators; murine LDR cells, GFP reporter derepression, 30 h; also: % of control where 0% means no effect; nearly all actives have a fitted effect of over 60% in size
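In this reporter-derepression format, murine cells bearing a silenced integrated CMV-GFP locus incubate with test compound (30 h, 37 C), then are washed and imaged; fluorescent objects of 20–120 um count as induced cells.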
Tau fluor counter = counter-screen for tau fibril formation inhibitors. Potency, µM (titrated, usually from 57.7 µM), for the others: at the highest dose activity change, negative = decrease. tau K18 P301L (four-repeat tau fragment) Alexa594 fluorescence, heparin fibrillization. actives 0.93% (n = 280,000); also: % is scaled to controls: 0 for no effect and ±100 for the full control effect; nearly all actives have a fitted effect of over 55% in size
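Human K18 P301L tau (15 uM unlabeled plus 0.24 uM Alexa 594-labeled, final) in 100 mM sodium acetate pH 7 was mixed with compound and 20 uM heparin and incubated 6 hr at 37 C.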
* hit, by the source's call; ? = inconclusive; & = joins results of further samples; [ ] = dose if it differs, or a comment. Calls follow the shape of the dose curve; as a rule, active = well fitted curve in the direction sought with a large enough effect; inconclusive = small, poorly fitted or top-dose-only effect, or another doubt; inactive = no such curve, though single readings can be large; an effect the other way counts as inactive or inconclusive. Potency is read from the fitted curve at half-maximal effect. A portion of the library; rates above refer to the full screens.

Results follow in this order: GAA glycogen, Epigenetic reg, Tau fluor counter
COc1cc2c(cc1OC)C(c1cccc(Cl)c1)CC(=O)N2 (centres undefined)
  0%&-13%[76.3 µM], -1.8%, -28%
Cc1ccc(Cn2cc(CCC(=O)NCc3ccc(OC(C)C)cc3)c3ccccc32)cc1
  12%[76.3 µM], 8.5%, -5%
COc1ccc2c(c1)cc1c(=O)n(CC(=O)NC3CC3)nc(C)n12
  16%[76.3 µM], 2.2%, 10%
CCCSc1nc(-c2ccccc2)[nH]c1S(=O)(=O)c1ccc(C)cc1
  0%[76.3 µM], -3.2%, ?
COc1ccc(-c2c3c(=O)n(C)c(=O)n(C)c3c3n2-c2ccccc2NC3c2ccc(O)cc2O)cc1 (centres undefined)
  7%[76.3 µM], 0.2%, -6%
Cc1ccc(NC(=O)Cn2c(=O)n(CCC(=O)N3CCc4ccccc4C3)c(=O)c3ccccc32)cc1
  15%[76.3 µM], -0.9%, ?
Cc1ccc(C)c(Cn2nc(C)n3c(cc4cc(C)ccc43)c2=O)c1
  14%[76.3 µM], -3.2%, 3%
O=C(Nc1sc2c(c1C(=O)NCc1ccco1)CCCC2)c1cc(=O)c2cc(Cl)ccc2o1
  14%[76.3 µM], 11%, -13%
COc1cccc(NC(=O)CSc2nc(-c3ccccc3)nc3c2Cc2cc(Cl)ccc2O3)c1
  11%[76.3 µM], 0.6%, -3%
CCSc1nnc(NC(=O)c2cc(=O)c3cc(C)c(C)cc3o2)s1
  0%[76.3 µM], 1.9%, -12%
COc1ccc2c(CNC3CCC(C)CC3)c(C(=O)O)n(Cc3ccccc3)c2c1 (centres undefined)
  17%[76.3 µM], 3.4%, 1%
Cc1ccc(C2c3c(oc4ccccc4c3=O)C(=O)N2c2ccc(C)cn2)cc1 (centres undefined)
  -1%[76.3 µM], 0.8%, -7%
Cc1ccc(-n2nc(C(=O)NCc3ccc(F)cc3Cl)c3c4ccccc4n(C)c3c2=O)cc1
  9%[76.3 µM], -2.1%, 2%
COc1ccc(CN(C(=O)Nc2cccc(Cl)c2)c2ccccn2)cc1OC
  -15%[76.3 µM], 0.0%, ?
CC(=O)Nc1ccc(NC(=O)CSc2nnc3c4cc(Br)ccc4n(C)c3n2)cc1
  5%[76.3 µM], -0.1%, -8%
CCOc1ccccc1CNCc1c(C(=O)O)c(C)n(Cc2ccc(C)cc2)c1C
  7%[76.3 µM], -1.6%, 7%
COc1cc(CNCCSc2nnnn2C)ccc1OCc1ccccc1C
  14%[76.3 µM], -1.1%, -17%
CCOc1ccccc1NC(=O)CSc1ncc(S(=O)(=O)c2ccc(C(C)(C)C)cc2)c(=O)[nH]1
  6%[76.3 µM], 1.4%, -6%
CC(=O)N1c2ccc(S(=O)(=O)NCC3CCC(C(=O)Nc4ccccc4C)CC3)cc2CC1C (centres undefined)
  8%[76.3 µM], 0.6%, -3%
Cc1ccc(NC(=O)CSc2nc3ccc(NC(=O)CCc4ccccc4)cc3s2)cc1
  14%[76.3 µM], 0.0%, -12%

Whole records, looked up by structure:
CC(=O)N1c2ccc(S(=O)(=O)NCC3CCC(C(=O)Nc4ccccc4C)CC3)cc2CC1C (centres undefined) as listed: GAA glycogen: 8%[76.3 µM]; Epigenetic reg: 0.6%; Tau fluor counter: -3%
COc1cccc(NC(=O)CSc2nc(-c3ccccc3)nc3c2Cc2cc(Cl)ccc2O3)c1 as listed: GAA glycogen: 11%[76.3 µM]; Epigenetic reg: 0.6%; Tau fluor counter: -3%

Other results:
Results follow in this order: GAA glycogen, Epigenetic reg, Tau fluor counter
CCc1ccccc1NC(=O)C(CCSC)NS(=O)(=O)c1ccc2c(c1)oc(=O)n2C (centres undefined)
  3%[76.3 µM], -1.7%, 9%
CNc1ccc(-c2nc(-c3ccncc3)no2)cc1[N+](=O)[O-]
  -3%[76.3 µM], -3.5%, 8%
CCC(C)NC(=O)CSCc1nc(-c2ccc(C)cc2)oc1C (centres undefined)
  3%[76.3 µM], -1.1%, -18%
O=C(Nc1ccc(Cl)cc1)N1CCN(c2ccc3nnc(-c4ccccc4)n3n2)CC1
  -10%[76.3 µM], 0.8%, ?
O=C(c1cc2ccccc2oc1=O)N1CCN(c2ccc(F)cc2)CC1
  -7%[76.3 µM], 0.1%, -18%
COc1ccccc1C(=O)N1CCC(c2noc(-c3ccc(S(=O)(=O)N4CCCC4)cc3)n2)CC1
  -6%[76.3 µM], -1.8%, -4%
COc1ccc2c(CNCc3ccc(C)o3)c(C(=O)O)n(Cc3ccccc3C)c2c1
  -13%[76.3 µM], -3.8%, -11%
Cn1c(=O)cc(SCC(=O)N2CCN(c3ccccc3F)CC2)c2cc(Cl)ccc21
  -10%[76.3 µM], -1.1%, -23%
CCOC(=O)c1cc(-c2ccc(C)cc2)n(CC(=O)Nc2ccc(OC)cc2OC)c1C
  -8%[76.3 µM], 0.0%, -7%
COc1ccc(OC)c(CNC(=O)CN(c2ccc(C)cc2)S(=O)(=O)N(C)C)c1
  -5%[76.3 µM], 1.3%, -19%
COc1cccc2c1Oc1ncccc1N(C(=O)CCC(=O)NCc1ccc(C)cc1)C2
  -5%[76.3 µM], -1.3%, -9%
CCOC(=O)c1nc(Nc2ccc(OC)cc2)c2ccccc2n1
  1%, -1.3%, -18%
CCOc1ccc(Cn2nnc(C(=O)Nc3cccc(SC)c3)c2N)cc1
  -1%[76.3 µM], -1.1%, -27%
CCC(=O)N1CCc2cc(Br)cc(S(=O)(=O)CCC(=O)NCc3cccc(OC)c3)c21
  11%[76.3 µM], 0.1%, -20%
CCC(C(=O)NCc1ccccc1Cl)n1nc(C)c2sc3ccccc3c2c1=O (centres undefined)
  4%[76.3 µM], 1.0%, -17%
COc1cc(NC(=O)CSc2ccc(-c3sc(C)nc3C)nn2)cc(OC)c1
  16%[76.3 µM], 4.2%, -24%
Cc1ccc(C(=O)N2CCn3c4c(c5cc(C)ccc53)CCCC42)cc1 (centres undefined)
  -19%[76.3 µM], -0.2%, -25%
CCCN(CCC)CC(O)Cn1cc(/C=C/C(=O)c2ccc(OC)cc2)c2ccccc21 (centres undefined)
  -15%[76.3 µM], -1.6%, ?
CCn1cc(C(=O)N2CCN(c3ccccc3OC)CC2)c(=O)c2cc(S(=O)(=O)N3CCCCC3)ccc21
  -26%[76.3 µM], 0.0%, -25%
CCN(CC)CCNC(=O)Cn1cnc2sc(C)c(S(=O)(=O)N3CCC(C)CC3)c2c1=O
  1%[76.3 µM], 1.4%, -14%
COc1ccc(CCNC(=O)CCn2c(=O)c3cccn3c3ccc(F)cc32)cc1OC
  1%[76.3 µM], 0.0%, -2%
CCCCN(CC)C(=O)c1c[nH]c2ccc(S(=O)(=O)Nc3cccc(OC)c3)cc2c1=O
  21%[76.3 µM], -7.9%, -20%
COc1ccc(C)cc1NC(=O)CN1C(=O)COc2ccc(S(=O)(=O)N3CCC(C)CC3)cc21
  -4%[76.3 µM], 14%, -9%
CCN(C(=O)Cn1c(=O)oc2cc(S(=O)(=O)N3CCCC3)ccc21)c1cccc(C)c1
  4%[76.3 µM], -5.8%, -7%
COc1ccc(-c2cc(C(=O)Nc3cccnc3Cl)no2)cc1OC
  8%, -0.9%, -23%
CCCCNc1nc2c(S(=O)(=O)c3ccc(C)c(C)c3)nnn2c2ccsc12
  14%[76.3 µM], 2.6%, -20%
Cc1ccc(C(=O)N2CCN(CCc3ccncc3)CC2)cc1
  17%[76.3 µM], 0.0%, -4%
Cc1cc(C)cc(NS(=O)(=O)c2ccc3[nH]cc(C(=O)N(C)Cc4ccccc4)c(=O)c3c2)c1
  -16%[76.3 µM], 3.7%, ?
COc1ccc(Cn2c(C(=O)O)c(CNCCc3cccs3)c3ccc(OC)cc32)cc1
  14%[76.3 µM], -1.6%, -22%
COc1ccc(C(CNC(=O)COc2ccc(Cl)c(C)c2)N2CCOCC2)cc1 (centres undefined)
  8%[76.3 µM], -1.6%, -6%
O=C(Nc1ccc2oc(-c3cccnc3)nc2c1)c1ccc(-c2ccccc2OC(F)(F)F)o1
  16%[76.3 µM], -1.6%, -23%
Cc1ccc(NC(=O)CSCc2cnn(-c3ccccc3)c2-n2cccc2)c(C)c1
  -14%[76.3 µM], 0.0%, ?
O=C(CCN1C(=O)c2ccccc2Sc2ncccc21)Nc1ccc(F)cc1F
  -10%[76.3 µM], 0.1%, -2%
CC1(C)O[C@H]2[C@@H](O1)[C@@H](C(=O)Nc1ccccc1O)O[C@@H]1OC(C)(C)O[C@@H]12
  -1%[76.3 µM], -0.7%, 0%
CCC(C(=O)Nc1cc(C)ccc1OC)n1nnc(C(=O)OC)c1C(=O)OC (centres undefined)
  2%[76.3 µM], 0.9%, -12%
COc1ccc(C2=C(N3CCN(c4cccc(C)c4)C(C)C3)c3ccccc3C2=O)cc1 (centres undefined)
  1%[76.3 µM], 1.1%, ?
Clc1cccc(CNc2ncnc3c2nc2n3CCCC2)c1
  17%[76.3 µM], -1.2%, -15%
O=C(Nc1ccc(OCc2cc(=O)n3ccsc3n2)cc1)c1ccc(F)cc1
  9%[76.3 µM], -0.6%, -11%
CN(C)c1ccc(CNC(=O)CN2C(=O)CSc3ccc(S(=O)(=O)N4CCCC4)cc32)cc1
  -25%[76.3 µM], 4.3%, -23%
Cc1ccc(CCNC(=O)CS(=O)Cc2nc(-c3ccccc3C)oc2C)cc1 (centres undefined)
  10%[76.3 µM], -1.1%, -12%
Cc1ccccc1CSc1ccc(-c2cccs2)nn1
  -12%[76.3 µM], -0.6%, -27%
COc1cc(-c2nnc(SCCOc3ccc(C)c(Cl)c3)o2)cc(OC)c1OC
  -9%[76.3 µM], 8.8%, -7%
Cc1sc2ncn(CC(=O)Nc3ccc(F)cc3F)c(=O)c2c1S(=O)(=O)N1CCC(C)CC1
  0%[76.3 µM], -0.9%, -11%
CCOc1ccccc1NC(=O)CSc1nc2ccccc2nc1N1CCOCC1
  8%&-14%[76.3 µM], 1.8%, -23%
Cc1ccc(-c2csc(-c3c(N)c(C(=O)c4ccc5c(c4)OCO5)n4ccccc34)n2)cc1
  0%[76.3 µM], -0.7%, ?
CCOC(=O)c1cc2c(=O)n3ccccc3nc2n(CC2CCCO2)c1=NC(=O)c1ccccc1F (centres undefined)
  -29%[76.3 µM], 2.8%, -10%
COC(=O)c1ccc(Oc2nc3c(c(=O)n(C)c(=O)n3C)n2Cc2ccc(Cl)c(Cl)c2)cc1
  4%[76.3 µM], 0.8%, -13%
Cc1cc(C)cc(NS(=O)(=O)c2c(C)nc3scc(C)n3c2=O)c1
  -5%[76.3 µM], 4.3%, -17%
Cc1cccc(NC(=O)Cn2c(=O)n(CCCCCC(=O)NCc3ccc4c(c3)OCO4)c(=O)c3sccc32)c1
  1%[76.3 µM], 18%, ?
COc1ccc(-c2noc(-c3ccc(N4CCN(c5ccccc5)CC4)c([N+](=O)[O-])c3)n2)cc1OC
  -8%[76.3 µM], -1.4%, ?
CCC(CC)C(=O)Nc1cccc(-c2nc3cccnc3s2)c1
  15%[76.3 µM], 7.1%, -2%
Cc1cc(C)n(-c2nnc(Nc3ccc(C)c(C)c3)c3ccccc23)n1
  9%[76.3 µM], 1.6%, ?
Cc1cc(NC(=O)c2ccco2)cc(-c2nc3ccccc3o2)c1O
  10%[76.3 µM], 0.0%, ?
COc1ccc(-c2ccc(CCC(=O)O)n2CC(=O)Nc2cccc(Cl)c2C)cc1
  11%[76.3 µM], -1.0%, -28%
CC1CN(C(=O)CCC(=O)NCc2ccc(F)cc2)c2cc(Cl)ccc2O1 (centres undefined)
  14%[76.3 µM], -2.8%, -14%
CC(=O)c1ccc(NC(=O)NCCc2c[nH]c3ccccc23)cc1
  -2%[76.3 µM], 9.3%, ?

Shown as labelled records: 2 of the compounds above.
structure: Cc1ccccc1CSc1ccc(-c2cccs2)nn1
  GAA glycogen: -12%[76.3 µM]	Epigenetic reg: -0.6%	Tau fluor counter: -27%

structure: COc1cc(-c2nnc(SCCOc3ccc(C)c(Cl)c3)o2)cc(OC)c1OC
  GAA glycogen: -9%[76.3 µM]	Epigenetic reg: 8.8%	Tau fluor counter: -7%
